Lipid droplet = hepatic lipid droplet formation modulation. AML12 mouse hepatocytes, oleate lipid droplets, BODIPY imaging. inhibition, % at 6.5 µM. actives 0.4% (n = 240,000);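 active = lipid droplet intensity inhibited by at least 50%, with more than 500 cells counted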
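Assay system: AML12 mouse liver cells | Compound: 6.5 µM single-point dosing | Schedule: Overnight exposure | Technique: Fluorescence imaging, 20x objective, two fields per well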
Lipid droplet cells 6.5 µM = second read-out of Lipid droplet, no call of its own (marks repeat the call); cell count; measured here: cell count, cytotoxicity flag;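 cells counted across two imaged fields per well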
Active calls of the source: *.

SMILES	Lipid droplet	Lipid droplet cells 6.5 µM
O=C(CCn1c(=S)oc2ccccc21)Nc1cc([N+](=O)[O-])ccc1F	-14.3	776
COc1ccc(-n2nc(C(=O)NCC(=O)N3CCN(c4ccccc4F)CC3)c3ccccc3c2=O)cc1OC	2.9	854
CCN(CC)CCCN1C(=O)C2C(C(=O)Nc3ccc(C(C)C)cc3)C3C=CC2(O3)C1C(=O)NC1CCCCC1 (configuration not stated)	-4.7	753
CCOC(=O)C(C)Sc1nc2c(cnn2-c2ccc(F)cc2)c(=O)[nH]1 (configuration not stated)	-20.0	849
CCCN1CCN(C(=O)Cn2ncc3c([nH]c4ccc(C)cc43)c2=O)CC1	3.4	714
CCOC(=O)c1nn(-c2ccc(Cl)cc2)c(C)cc1=O	-9.8	818
COc1ccc(S(=O)Cc2ccc(C(=O)NCc3cccc(OC)c3)o2)cc1 (configuration not stated)	-9.8	710
COc1ccc(N(CC(=O)NCCSCc2cccc(Cl)c2)S(C)(=O)=O)cc1Cl	-11.3	756
CCC(O)C1CCN(C(=O)c2ccc(OC3CCN(Cc4ccccn4)CC3)cc2)CC1 (configuration not stated)	-11.5	687
Cc1noc(C(=O)Nc2cccc(Cl)c2)c1Cl	-1.6	811
COc1ccc(S(=O)(=O)Nc2ccc3c(c2)n(C)c(=O)n3C)cc1OC	-3.8	797
CC1CCCC(NC(=O)CCCn2ncn3c(cc4occc43)c2=O)C1C (configuration not stated)	-0.4	717
NC(=O)CC(NC(=O)c1ccccc1)c1ccc(N2CCN(c3ccc(F)cc3)CC2)c([N+](=O)[O-])c1 (configuration not stated)	3.8	815
O=C(Nc1ccc(F)cc1)C1CCCN(c2cnccn2)C1 (configuration not stated)	26.2	844
Cc1ccc(C)c(N2CCN(C(=O)Cc3ccc(NC4=NC5CS(=O)(=O)CC5S4)cc3)CC2)c1 (configuration not stated)	-1.3	762
CCCN1CCN(CCCNC(=O)c2ccc3c(Cl)c4c(nc3c2)CCCC4)CC1	-25.0	699
O=S(=O)(/N=C(/Nc1cccc2ccccc12)c1ccc(F)cc1)c1ccccc1	-16.1	764
Cc1ccc(C(C(=O)NCC2CCCO2)N(C(=O)c2snc(C(N)=O)c2N)c2ccc3c(c2)OCCO3)cc1 (configuration not stated)	-2.7	829
O=C1CCCN1CCCNCC(O)c1ccccc1 (configuration not stated)	-1.3	385
CC1CCCCC1NC(=O)c1cc2c(=O)n3ccccc3nc2n1C (configuration not stated)	5.0	806
CCN(c1ccccc1)S(=O)(=O)c1ccc2[nH]c(=O)c(=O)[nH]c2c1	-2.2	750
O=C(O)CN1CCN(Cc2cccc(Cl)c2)C1=O	45.1	724
CCCC[C@H]1COCCS(=O)(=O)N1Cc1ccc(C)cc1	1.4	863
CN(C(=O)c1ccccc1F)C(c1ccccc1)c1ccccc1	-23.8	652
CCc1c(C(=O)NC2CCCc3ccccc32)[nH]c(C)c1C(C)=O (configuration not stated)	-2.6	682
COc1ccccc1C(=O)Nc1ccc2c(c1)CN(Cc1cnc(C)s1)CC2	12.1	775
O=C(CSc1nnc(Cc2ccccc2)o1)Nc1cccc(F)c1	-16.3	558
COc1ccc(CNC(=O)C2CCN(S(=O)(=O)N3CCCC3)CC2)c(OC)c1	-25.4	761
COc1ccc(OC)c(Nc2nc(N(C)c3ccccc3)nc(N)c2[N+](=O)[O-])c1	-7.3	703
CCCN1CCC(NC(=O)C2CCN(C(C)=O)CC2)CC1	9.0	799
N#CCNC(=O)C1CC(=O)N(CCc2ccc(F)cc2)C1 (configuration not stated)	10.0	782
COCCCN1C(=O)C(=O)/C(=C(/O)c2ccc(S(=O)(=O)N3CCOCC3)cc2)C1c1ccc(C(C)C)cc1 (configuration not stated)	-4.1	694
CCN1C(=O)[C@H]2[C@@H](c3ccc(C)cc3)N3C(=O)N(c4ccccc4)C(=O)[C@@]3(CC)[C@H]2C1=O	5.4	807
COc1ccc(Cl)cc1N(CC(=O)Nc1ccccc1C(=O)N1CCCC1)S(C)(=O)=O	-13.9	770
COc1ccc2c(/C=N/Nc3ccc(C(=O)O)cc3)c[nH]c2c1	3.9	756
CCN(CC)C(=O)c1ccc(S(=O)(=O)Cc2ccc(C)cc2)c([N+](=O)[O-])c1	22.6	710
O=[N+]([O-])c1ccc(/C=N/n2c(-c3ccccc3)n[nH]c2=S)cc1	-23.0	803
Cc1nnc(NC(=O)C(C)Sc2nnc(CCNC(=O)c3ccccc3F)n2C)s1 (configuration not stated)	-1.1	684
CCN1C(Nc2ccccc2)=NC[C@@H]1CC(C)C	15.3	813
COc1cc(OC)cc(C(=O)NCC2CCCN(C(=O)c3oc(C)cc3C)C2)c1 (configuration not stated)	-1.2	866

Next part; it opens with the 5 that closed the last part.
SMILES	Lipid droplet	Lipid droplet cells 6.5 µM
CCN(CC)C(=O)c1ccc(S(=O)(=O)Cc2ccc(C)cc2)c([N+](=O)[O-])c1	22.6	710
O=[N+]([O-])c1ccc(/C=N/n2c(-c3ccccc3)n[nH]c2=S)cc1	-23.0	803
Cc1nnc(NC(=O)C(C)Sc2nnc(CCNC(=O)c3ccccc3F)n2C)s1 (configuration not stated)	-1.1	684
CCN1C(Nc2ccccc2)=NC[C@@H]1CC(C)C	15.3	813
COc1cc(OC)cc(C(=O)NCC2CCCN(C(=O)c3oc(C)cc3C)C2)c1 (configuration not stated)	-1.2	866
COc1cc(/C=N/N2CCCCC2)cc(OC)c1O	-5.3	802
CCC(NC(=O)c1cc(COc2ccc(F)c(F)c2)on1)c1ccncc1 (configuration not stated)	-11.5	700
CCc1ccccc1NS(=O)(=O)c1cccc2nsnc12	3.8	807
CCn1ccnc1CN1CCC(n2nccc2NC(=O)c2ccccc2OC)CC1	4.1	695
O=C(CNS(=O)(=O)c1ccc(F)c(Cl)c1)NCCc1ccccc1	2.7	825
COc1ccc(CN(C(=O)CN2C(=O)c3ccccc3S2(=O)=O)C(C(=O)NCC2CCCO2)c2ccco2)cc1 (configuration not stated)	7.1	768
CN1CCN(S(=O)(=O)c2ccc3c(c2)NC(=O)CS3)CC1	13.6	668
CC(=O)c1ccc(OCC(=O)N2CCCC(Nc3ccc(C)c(C)c3)C2)cc1 (configuration not stated)	-13.4	595
N#Cc1ccc(C(=O)Nn2cnnc2)cc1	4.9	831
COc1ccc(CCNC(=O)CCS(=O)(=O)c2ccc3nc(C)sc3c2)cc1OC	2.4	722
CCN(CC)CCN(C(=O)CCS(=O)(=O)c1ccccc1)c1nc2cc(OC)c(OC)cc2s1	-12.3	839
S=C(NCc1ccco1)Nc1ccc(Br)cn1	1.5	844
Cc1nc2c(-c3ccccc3)cnn2c(N2CCOCC2)c1C	1.4	816
C[C@H]1CCC[C@]2(C)C[C@H]3OC(=O)C(CN4CCCCCC4)[C@H]3C=C12 (some centres not stated)	7.2	810
O=C(CSc1c[nH]c2ccccc12)NC1CCCC1	-2.7	839
Cc1ccc(N2CC(C(=O)OCC(=O)c3ccc(F)cc3)CC2=O)cc1 (configuration not stated)	6.2	764
Cn1c(C(=O)NCCN2CCOCC2)cc2c(=O)n3ccccc3nc21	-30.4	713
CCOCCCNC(=O)c1cn(CC)c2ccc(S(=O)(=O)N3CCCC3)cc2c1=O	-2.1	725
CC(C)c1ccc(NC(=O)C2C3C=CC4(O3)C2C(=O)N(CCN2CCOCC2)C4C(=O)NC2CCCCC2)cc1 (configuration not stated)	8.6	803
CC1CC(C)CN(C(=O)CCn2c(=O)oc3ccccc32)C1 (configuration not stated)	-0.1	832
COc1ccc(-n2nc(C(=O)NCC(=O)N3CCN(c4cccc(Cl)c4)CC3)c3ccccc3c2=O)c(OC)c1	13.0	853
Cc1ccc(/C=C2/C(=N)N3N=C(CC(=O)N4CCCC4)SC3=NC2=O)o1	-7.4	651
COc1ccc(CCNC(=O)CC(C)(C)CC2=NS(=O)(=O)c3ccccc3N2)cc1OC	-9.9	718
O=C1COc2ccc(S(=O)(=O)CCC(=O)NC3CCCCC3)cc2N1	1.4	691
Cc1ccccc1OCC(=O)Nc1ccccc1C(=O)N1CCCCC1	-6.2	676
CN(C)/C(=N\S(=O)(=O)c1ccc(Br)cc1)c1ccccc1	-13.4	822
Cc1ccc(C(C(=O)NCc2ccc(F)cc2)N(Cc2ccco2)C(=O)c2snc(C(N)=O)c2N)o1 (configuration not stated)	-29.9	790
O=C(c1ccc([N+](=O)[O-])cc1)N1CCN(c2ncc(Br)cn2)CC1	7.7	858
Cc1c(NC(=O)c2cc(-c3cccc(Cl)c3)on2)c(=O)n(-c2ccccc2)n1C	2.5	773
CCC(=O)Nc1ccc(NC(=S)NC(=O)/C=C/c2ccco2)cc1	-0.3	766
CN(CC(=O)O)S(=O)(=O)c1ccc2oc3ccccc3c2c1	-12.8	804
COc1ccc2oc(C(=O)NCc3ccco3)c(C)c2c1	-28.6	647
COc1cccc(CC(NC(C)=O)C(=O)NC2CCN(C(=O)Nc3ccc(C)cc3)CC2)c1 (configuration not stated)	-1.5	770
O=C1NC(c2ccc(Cl)cc2)Oc2ccccc21 (configuration not stated)	0.0	856
CCc1nn(C(CC)C(=O)NCCCc2ccccc2)c(=O)c2cc3occc3n12 (configuration not stated)	-57.2	694
CCOCCCNC(=O)c1ccc(/C=C2\Oc3ccccc3N(C)C2=O)cc1	9.5	833
Cc1ccc(C(=O)CCC(=O)Nc2ccccc2C)c(C)c1	12.2	856
CCN(CC)CCNC(=O)c1ccc(NC(=O)c2c(C)nn(-c3ccc(F)cc3)c2Cl)cc1	-14.5	848
COc1ccc(C2(NC(C)=O)CCN(Cc3cccnc3)CC2)cc1	6.0	836
Cc1ccc(CN2CCSc3ccc(C(=O)NCCCN4CCN(C)CC4)cc32)cc1	-17.1	579

Arranged by molecular weight (smallest number first): some entries from above
SMILES	Lipid droplet	Lipid droplet cells 6.5 µM
O=C1NC(c2ccc(Cl)cc2)Oc2ccccc21 (configuration not stated)	0.0	856
Cc1ccc(C(=O)CCC(=O)Nc2ccccc2C)c(C)c1	12.2	856
Cc1ccccc1OCC(=O)Nc1ccccc1C(=O)N1CCCCC1	-6.2	676
O=C1COc2ccc(S(=O)(=O)CCC(=O)NC3CCCCC3)cc2N1	1.4	691
Cc1ccc(/C=C2/C(=N)N3N=C(CC(=O)N4CCCC4)SC3=NC2=O)o1	-7.4	651
COc1cccc(CC(NC(C)=O)C(=O)NC2CCN(C(=O)Nc3ccc(C)cc3)CC2)c1 (configuration not stated)	-1.5	770
Cc1ccc(C(C(=O)NCc2ccc(F)cc2)N(Cc2ccco2)C(=O)c2snc(C(N)=O)c2N)o1 (configuration not stated)	-29.9	790

Next records
SMILES	Lipid droplet	Lipid droplet cells 6.5 µM
Cc1nc(-c2ccc(S(=O)(=O)Nc3cccc(Cl)c3)cc2)co1	-14.4	734
Cn1c(=O)n(CC(=O)O)c(=O)c2c1nc1n2CCCN1CCc1ccccc1	2.2	774
Cc1ccc(NC(=O)CSc2ccc(-c3ccccn3)nn2)c(C)c1	6.1	702
O=C(NCCS(=O)(=O)N1CCN(c2ccccc2F)CC1)C1CC(=O)N(c2ccccc2)C1 (configuration not stated)	11.8	723
Cc1ccccc1CC(=O)N1CCCC(CNC(=O)c2ccc(F)cc2)C1 (configuration not stated)	-6.2	681
CNC(=O)c1cc(S(=O)(=O)NC2CCCCCC2)ccc1C	-4.1	774
COc1ccc(Nc2nc(-c3ccccc3)nc3ccccc23)cc1	5.5	821
CCOc1ccc(C2C3=C(CC(C)(C)CC3=O)N(CC(=O)O)C3=C2C(=O)CC(C)(C)C3)cc1OCC	-20.4	825
COc1cccc(-c2ccc(NC(=O)C3CCCN(Cc4ccco4)C3)cc2)c1 (configuration not stated)	9.6	625
CCOCCCN(C(=O)c1ccco1)C(C(=O)NC1CCCC1)c1ccc(OC)cc1 (configuration not stated)	-28.2	746
S=C(NCc1ccc(Cl)cc1)NCc1ccco1	-11.6	808
Cc1ccc(-c2noc(CCCC(=O)NC3CCCC3)n2)cc1	-1.1	825
CC(C(=O)Nc1ccccc1)N(C)CCOc1ccccc1 (configuration not stated)	-19.8	733
CC(=O)c1ccc(NC(=O)C2CCCN(c3ncnc4c3nc3n4CCCCC3)C2)cc1 (configuration not stated)	14.8	830
Cc1ccc(OCC(O)CN2CCOCC2)c(C)c1 (configuration not stated)	5.5	864
O=C(Nc1cccnc1Cl)c1cccc(S(=O)(=O)N2CCOCC2)c1	4.1	826
COc1ccc(C(=O)NCCN2CCCC2)cc1[N+](=O)[O-]	12.3	820
COc1ccc(N(C(=O)c2ccco2)C(C(=O)NC2CCCC2)c2cc(OC)c(OC)c(OC)c2)cc1 (configuration not stated)	-3.1	831
O=C(c1ccc(S(=O)(=O)N2CCCCCC2)cc1)N1CCN(c2ccccc2)CC1	10.1	805
Cc1cccc([C@@H]2[C@@H]3C(=O)N(Cc4ccccc4)C(=O)[C@@H]3[C@]3(C)C(=O)N(c4cccc(Cl)c4)C(=O)N23)c1	-8.2	773
Cc1cc(C)n2nc(SCc3ccccc3C(=O)O)nc2n1	2.4	770
Cc1c(C(=O)N(C)c2ccc(Cl)cc2)cnn1-c1ccccc1	5.4	862
O=C(Nc1ccc2[nH]ncc2c1)c1ccccc1Cl	5.4	869
Fc1cccc(Nc2nc3ccccc3n3cnnc23)c1	10.8	704
O=C(O)c1ccc(N2C(=O)CC(N3CCN(c4ccc(Cl)cc4)CC3)C2=O)cc1 (configuration not stated)	4.6	878
CCn1c(N2CCN(C(=O)c3ccco3)CC2)nc2ccccc21	-5.1	775
COc1ccc(N2CCN(C(=O)CCC(=O)NNc3nc4ccccc4c4nc(C)nn34)CC2)cc1	-3.4	736
O=C(N/C(=C\c1ccco1)C(=O)N1CCCC(CO)C1)c1ccccc1 (configuration not stated)	-6.4	816
COc1ccc(S(=O)(=O)N2CCC(C(=O)Nc3ccccc3N3CCCC3)CC2)cc1OC	-3.2	850
CN(C)S(=O)(=O)c1cccc(NC(=O)C2Cc3ccccc3CN2C(=O)c2ccco2)c1 (configuration not stated)	9.7	858
COc1ccc(C(=O)Nc2ccc(N3CCCC3)cc2)cc1OC	8.1	830

Assay outcomes (PubChem BioAssay)

A portion of the library, so the mix of outcomes need not match the whole.
